# Lipid droplet: inhibitors of hepatocyte lipid droplet formation, primary screen, imaging, high-throughput imaging, BODIPY stain. 240,000 compounds, 0.4% hits. AML12 mouse hepatocytes, oleate lipid droplets. inhibition, % at 6.5 µM;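 active = lipid droplet intensity inhibited by at least 50%, with more than 500 cells counted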
#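 Assay system: AML12 mouse liver cells | Compound dosing: One dose, 6.5 µM compound | Read-out basis: Droplet intensity reduction, % inhibition | Measured by: Fluorescence imaging, 20x objective, two fields per well | Schedule: Overnight treatment with compound plus oleate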
# b-catenin transl: modulators of beta-catenin nuclear translocation, primary screen, imaging, HeLa cells, immunofluorescence, high-content. nuclear translocation activity, % at 5 µM. 190,000 compounds, 0.3% hits;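 active = nuclear translocation activity above 50% at 5 µM, with a well cell count of 50 or more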;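 note: per-cell ratio of nuclear to cytoplasmic median beta-catenin stain intensity; plate controls were DMSO negative control for no effect and GSK-3 inhibitor IX positive control for full effect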
#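 Test system: human HeLa cells, native beta-catenin. Compound dosing: 5 µM primary single dose, 0.1% DMSO, 0.02–20 µM confirmation series. Incubation: compound exposure 24 h at 37°C. Detection: beta-catenin immunostaining with DAPI counterstain, 20x imaging, 6 fields/well. Read-out basis: Nuclear/cytoplasmic beta-catenin signal ratio, % activation.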
# PMI inhibition: human PMI inhibitors, high substrate, primary screen, biochemical, fluorescence intensity, high mannose 6-phosphate (AID 1220); Mannose-6-phosphate isomerase (Homo sapiens); recombinant PMI enzyme, coupled fluorescence intensity; higher % means a stronger effect; inhibition, % at 20 µM, or IC50 in µM where a hit was titrated; 190,000 compounds, 0.66% hits
# Insulin prom up: insulin promoter activators in MIN6 cells, imaging, high-content screening, mouse beta cells; 190,000 compounds, 0.3% hits; z-score at 5 µM; MIN6 insulin promoter-GFP reporter; stronger effect = higher value;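 active = z-score above 3 at 5 µM with at least 500 cells counted in the well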
# PMI inhibitors: inhibitors of human PMI, primary screen, biochemical, fluorescence intensity, coupled assay (AID 1209) | Mannose-6-phosphate isomerase (Homo sapiens) | purified PMI enzyme, coupled fluorescence intensity; higher % means a stronger effect | inhibition, % at 20 µM; hits with a dose series show IC50 in µM | 190,000 compounds, 0.42% hits;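 note: plate controls were DMSO vehicle for no effect and wells lacking substrate for full effect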
# TNAP activation fold: human TNAP enzyme activators, primary screen, biochemical, luminescent, no phosphate acceptor, uHTS (AID 1001). Alkaline phosphatase, tissue-nonspecific isozyme (Homo sapiens). purified TNAP, luminescent activation assay, no phosphate acceptor; higher activation fold means a stronger effect. one-dose activation fold at 20 µM; EC50 in µM for titrated hits. 200,000 compounds, 0.03% hits; in the data active = activation fold from about 3, or a potency from the dose series; inactive = the rest, 99 in 100 with activation fold below about 1.6; note: many of its hits are not listed in these tables
# Autophagy mod: autophagy modulators in MEF cells, primary screen, imaging, high-content, MEF GFP-LC3; MEF GFP-LC3 puncta imaging; test concentration mostly 10 µM; 190,000 compounds, 0.98% hits; AID 463193, 2010; calls only at 10 µM (by protocol);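 active = percentage of spot-positive cells more than 3 SD above its plate mean, without a fluorescence outlier flag or 80% toxicity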;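 note: spot-positive cell cutoff set from DMSO-treated cells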
# T cell modulator: modulators of CD8 T cell-vesicle binding, primary screen, mouse 2C CD8+ T cells, flow cytometry; AID 2052, 2009; 330,000 compounds, 0.068% hits; calls only at 7 µM; 2C CD8+ T cell-vesicle binding; stronger effect = lower value;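 active = response, share of CD8 T cells binding vesicles, and their 90th percentile fluorescence all below set limits, cut at about 80% in these data, passing the limit was not always enough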
#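 incubation = binding step 1.5 h, 37 °C, antibody labelling 20 min, ice | test system = 2C mouse CD8+ T cells | read-out basis = percent CD8+ FL2 mean versus row control | controls = Peptide-free naked vesicles (low) and QL9 vesicles with 0.7% DMSO vehicle (high) | detection = flow cytometry of vesicle-bound cells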
# MT stabilizer: microtubule stabilizers in HeLa cells, primary screen, imaging, high-content imaging | AID 2205, 2009 | 200,000 compounds, 0.83% hits | % tubulin-high responders, % at 10 µM | HeLa tubulin immunostaining HCS, 24 h; share of cells brighter than vehicle mean+2SD;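 active = plate Z-score above 3 for both tubulin-high and condensed-nucleus cell shares, with cell loss under 80%, at 10 µM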;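 note: anti alpha tubulin signal scored within the nucleus-defined area of each cell; some results filed as inactive read as strong as hits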
# Insulin prom up cell count: second read-out of Insulin prom up, no call of its own (marks repeat the call); cell count; measured here: cytotoxicity, nuclei count;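 total cells summed across four imaged fields per well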
# Lipid droplet cells 6.5 µM: also measured in Lipid droplet; calls as there; cell count; measured here: cell count, cytotoxicity flag;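 cells counted across two imaged fields per well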
# b-catenin transl cell count 5 µM: also measured in b-catenin transl; calls as there; cell count; measured here: cell count, cytotoxicity flag
# T cell modulator vesicle-bound %: recorded beside T cell modulator, whose call it bears; double positive events, %; measured here: CD8+ vesicle-bound cell fraction;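 binding gate set so that unloaded-vesicle control wells show 10% double positive cells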
# MT stabilizer Hoechst-high %: also measured in MT stabilizer; calls as there; % Hoechst-high responders; measured here: nuclear condensation Hoechst responders;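 share of cells brighter than vehicle mean plus two SD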
# MT stabilizer cytotoxicity %: further read-out of MT stabilizer, marked with its call; toxicity, %; measured here: cytotoxicity by cell density;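 0% = mean cell density of plate MIN control wells and 100% = no cells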
# Autophagy mod cell loss 18 h: also measured in Autophagy mod; calls as there; toxicity, %; measured here: cell loss, nuclei count;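 cell loss after 18 h compound exposure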
# Active calls of the source: *; i = inactive; . = no result given. Cut-off read from the data, not from the text of the source, unless noted: active = inhibition above about 50%; inactive = the rest.
No.	SMILES	Lipid droplet	Lipid droplet cells 6.5 µM	b-catenin transl	b-catenin transl cell count 5 µM	PMI inhibition	Insulin prom up	Insulin prom up cell count	PMI inhibitors	TNAP activation fold	Autophagy mod	Autophagy mod cell loss 18 h	T cell modulator	T cell modulator vesicle-bound %	MT stabilizer	MT stabilizer Hoechst-high %	MT stabilizer cytotoxicity %
1	CCOc1ccc(OCC)c(C2C(C#N)=C(N)N(c3cccnc3)C3=C2C(=O)CC(C)(C)C3)c1 (stereo not given)	2	516	-0.3	1060	19%	0	1388	25%	1.1	i	-1	i	39	4.0	2.6	11
2	O=C(NCCCn1ccnc1)/C(=C/c1ccccc1)NC(=O)c1ccccc1	6	731	0.4	1558	14%	.	.	8%	1	i	-13	i	45	1.1	2.0	8.0
3	CC1Cc2ccccc2N1CC(=O)NC(=O)NC1CCCCC1 (stereo not given)	2	709	2.6	1377	18%	.	.	8%	1.1	i	-13	i	18	5.1	2.9	8.4
4	CCOC(=O)c1cccnc1SCC(=O)Nc1ccc(C)cc1	12	712	-0.8	1124	1%	0.27	1380	-1%	1.2	i	14	i	16	3.5	2.5	2.4
5	CCOc1ccccc1N1CC(C(=O)Nc2cccc(S(=O)(=O)N3CCCCC3)c2)CC1=O (stereo not given)	16	677	-2.7	1087	1%	0.54	1224	-7%	1.1	i	4	i	24	6.3	1.6	7.8
6	Cc1ccc(Nc2cc(=O)[nH]c(=O)[nH]2)c(C)c1	.	.	0.7	1186	6%	-0.55	1526	8%	1.1	i	2	i	22	1.5	1.8	7.1
7	CSc1nc(Cl)cc(Nc2ccccc2N)n1	-15	712	-0.1	1100	-3%	0.19	1017	-11%	1.1	i	24	i	17	5.3	2.5	7.5
8	CCCCC(=O)NNC(=S)NCc1ccccc1	4	770	-4.3	1101	-10%	0.06	1544	-8%	2.2	i	-4	i	25	2.6	1.7	6.4
9	O=C(NC1CC1)c1cccc(Br)c1	0	592	0.3	1066	-1%	0.42	1374	-6%	1	i	-6	i	43	3.7	2.0	1.3
10	CC(C)(O)c1nnn(-c2ccccc2)c1C(F)(F)F	.	.	-5.4	879	-5%	0.55	1212	-5%	1.1	i	0	i	23	2.9	0.7	7.8

# A section taken from the entries so far, as a working copy:
No.	SMILES	Lipid droplet	Lipid droplet cells 6.5 µM	b-catenin transl	b-catenin transl cell count 5 µM	PMI inhibition	Insulin prom up	Insulin prom up cell count	PMI inhibitors	TNAP activation fold	Autophagy mod	Autophagy mod cell loss 18 h	T cell modulator	T cell modulator vesicle-bound %	MT stabilizer	MT stabilizer Hoechst-high %	MT stabilizer cytotoxicity %
8	CCCCC(=O)NNC(=S)NCc1ccccc1	4	770	-4.3	1101	-10%	0.06	1544	-8%	2.2	i	-4	i	25	2.6	1.7	6.4
9	O=C(NC1CC1)c1cccc(Br)c1	0	592	0.3	1066	-1%	0.42	1374	-6%	1	i	-6	i	43	3.7	2.0	1.3
10	CC(C)(O)c1nnn(-c2ccccc2)c1C(F)(F)F	.	.	-5.4	879	-5%	0.55	1212	-5%	1.1	i	0	i	23	2.9	0.7	7.8

# (further entries)
No.	SMILES	Lipid droplet	Lipid droplet cells 6.5 µM	b-catenin transl	b-catenin transl cell count 5 µM	PMI inhibition	Insulin prom up	Insulin prom up cell count	PMI inhibitors	TNAP activation fold	Autophagy mod	Autophagy mod cell loss 18 h	T cell modulator	T cell modulator vesicle-bound %	MT stabilizer	MT stabilizer Hoechst-high %	MT stabilizer cytotoxicity %
11	COc1ccc(OC)c(NC(=O)Nc2cccc3ccccc23)c1	37	711	.	.	14%	.	.	13%	1.1	i	1	i	16	2.3	2.4	6.2
12	O=S(=O)(Nc1ncccn1)c1ccc(NC(=S)NCCc2ccc(Cl)cc2)cc1	17	665	0.4	1108	0%	.	.	-4%	1.2	i	10	i	58	2.8	1.8	2.1
13	COc1ccc(C(=O)Nc2ccccc2C(=O)N(Cc2ccco2)C(C(N)=O)C(C)C)cc1 (stereo not given)	.	.	-0.8	1303	2%	-0.17	1396	7%	1.6	i	-22	i	29	6.4	13	14
14	Cc1cc(=O)[nH]c2c1cnn2Cc1ccccc1	24	804	-0.2	1102	7%	0.36	1263	8%	1.1	i	2	i	46	2.7	2.1	5.9
15	Cc1nc(NCc2ccco2)c2oc3ccccc3c2n1	2	720	-0.9	1097	-12%	0.14	1481	7%	1.2	i	-3	i	25	3.3	2.2	2.2
16	CC(=O)Nc1ccc(NC(=O)COC(=O)c2cnccn2)cc1	3	704	0.2	1088	1%	0.1	1278	-11%	1.2	i	2	i	6	3.6	2.2	12
17	Cc1nnc(SCC(=O)Nc2ccc3c(c2)OCO3)o1	.	.	-4.4	1049	11%	-0.16	1147	5%	1.2	i	15	i	62	5.1	1.5	11
18	CCOC(=O)CSc1nnc(N)s1	.	.	-2.6	997	8%	0.41	1256	38%	1.1	i	-9	i	37	4.7	2.9	7.6
19	C=CCn1c(SCC(=O)NCc2ccc3c(c2)OCO3)nnc1C1COc2ccccc2O1 (stereo not given)	.	.	-2.7	881	2%	-0.47	668	-1%	1.1	i	29	i	36	1.3	1.4	6.6
20	COc1ccccc1NS(=O)(=O)c1ccc(NC(C)=O)cc1	4	731	.	.	1%	-0.18	1346	7%	1.1	i	2	i	40	1.9	1.6	3.8
21	COc1cc2cc(CN(Cc3nnnn3Cc3ccco3)C3CCCCC3)c(=O)[nH]c2cc1OC	.	.	-2.1	994	0%	-1.2	907	-16%	1	i	25	i	6	3.8	2.3	12
22	Cc1c(NC(=O)c2ccc(Br)o2)cccc1C(=O)O	14	749	.	.	-2%	.	.	-2%	1.2	i	2	i	16	1.6	1.4	4.4
23	Cc1occc1C(=O)NC(C)c1ccc2c(c1)OCO2 (stereo not given)	-2	674	-0.7	1062	1%	-0.12	1724	-1%	1	i	-4	i	39	2.7	1.6	8.3
24	Cc1nn(CC(=O)NCc2ccccc2F)c(C)c1[N+](=O)[O-]	-2	694	-2.1	1238	2%	0.19	1383	8%	1	i	-9	i	55	1.0	1.3	6.8
25	CCOC(=O)NC(=O)/C(C#N)=N/Nc1ccc(F)cc1	-4	833	-6.4	1063	-49%	0.37	877	-27%	1	i	-6	i	27	2.3	1.9	6.2
26	Cn1cc(-c2nnc(-c3ccccc3)o2)c2ccccc21	.	.	0.8	1306	-9%	1.9	1192	-13%	1	i	-7	i	37	3.3	1.9	3.6
27	CCOC(=O)c1sc(NC(=O)/C=C/c2c(F)cccc2Cl)nc1C	-27	624	-0.1	957	8%	0.44	2242	14%	1.1	i	-11	i	44	2.5	2.5	2.0
28	Cc1cc(C)c(C)c(S(=O)(=O)Nc2ccccc2C(=O)NCCCN2CCOCC2)c1C	-17	686	-1.0	1158	5%	0.47	1178	1%	1	i	-1	i	35	2.3	2.8	6.5
29	CCOc1cc(CNc2ccccc2)cc(Br)c1OCc1ccccc1F	-17	740	0.8	1203	11%	-0.75	899	13%	1.1	i	-4	i	35	1.7	1.0	4.8
30	CCC1CCCCN1C(=O)CSc1nnc(-c2ccc(Cl)cc2)o1 (stereo not given)	.	.	.	.	2%	-0.09	948	1%	1.1	i	8	i	34	2.7	1.7	4.6

# Look-ups from the list:
# Value for `COc1cc2cc(CN(Cc3nnnn3Cc3ccco3)C3CCCCC3)c(=O)[nH]c2cc1OC` in PMI inhibitors: -16%
# Value for `Cc1occc1C(=O)NC(C)c1ccc2c(c1)OCO2` (stereo not given) in MT stabilizer Hoechst-high %: 1.6
# Value for `Cc1c(NC(=O)c2ccc(Br)o2)cccc1C(=O)O` in PMI inhibitors: -2%
# Value for `CCOC(=O)c1sc(NC(=O)/C=C/c2c(F)cccc2Cl)nc1C` in Autophagy mod cell loss 18 h: -11

# (cont.)
No.	SMILES	Lipid droplet	Lipid droplet cells 6.5 µM	b-catenin transl	b-catenin transl cell count 5 µM	PMI inhibition	Insulin prom up	Insulin prom up cell count	PMI inhibitors	TNAP activation fold	Autophagy mod	Autophagy mod cell loss 18 h	T cell modulator	T cell modulator vesicle-bound %	MT stabilizer	MT stabilizer Hoechst-high %	MT stabilizer cytotoxicity %
31	CCOC(=O)c1cc2sccc2n1Cc1ccc(C#N)cc1	16	688	-1.1	1063	20%	-0.21	1818	26%	1.1	i	-1	i	63	2.1	2.0	4.7
32	O=C(CSc1nc2c(c(=O)n1-c1ccc(Cl)cc1)SCC2)NCc1ccco1	-3	688	-1.8	1021	9%	-0.05	1880	10%	1.2	i	-2	i	22	5.2	2.0	5.8
33	Clc1ccc(-c2nnc(SCc3ccon3)o2)c(Cl)c1	6	698	.	.	12%	.	.	4%	1.1	i	-11	i	36	4.1	2.8	5.8
34	COc1ccc(NC(=O)CSc2ccc(-c3ccccn3)nn2)cc1OC	-22	619	1.8	1116	-8%	-0.01	1338	-3%	1	i	3	i	4	4.1	3.8	10
35	COc1nc(NCc2cccnc2)nc(NC2CCCCC2)n1	29	749	.	.	-4%	0.29	1265	-4%	1	i	-5	i	69	2.5	2.8	0.6
36	CCOc1ccc2ccccc2c1CNc1nnnn1C	6	712	-0.8	1477	-4%	-0.51	1376	2%	1	i	10	i	42	2.9	1.1	0.7
